MazF activator = MazEF (E. coli) toxin RNase activation; P0AE70; hit rate 0.32% among 350,000; FAM/BHQ RNA-DNA oligo cleavage fluorescence, 5 h; activation, % at 20 µM; in the data active means activation above about 50%
Target sequence (P0AE70 whole entry, looked up): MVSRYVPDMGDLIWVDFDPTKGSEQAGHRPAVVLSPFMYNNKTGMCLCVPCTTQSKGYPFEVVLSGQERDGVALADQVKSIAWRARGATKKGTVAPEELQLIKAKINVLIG
BoNT F protease = inhibitors of Botulinum neurotoxin F light chain protease. Multiplex microsphere protease cleavage assay, flow cytometry. inhibition, % at 10 µM. hit rate 0.22% among 360,000. AID 588497; in the data active means inhibition above about 35%, passing the limit was not always enough; further: plate controls were buffer without enzyme for full effect and enzyme alone for no effect
BioA inh = inhibitors of Mycobacterium tuberculosis BioA enzyme | purified M. tuberculosis BioA enzyme, plate reader | inhibition, % at 9.99 µM | hit rate 0.096% among 360,000 | AID 602481; in the data active means inhibition above about 40%
GDH-TPI inh = inhibits GDH-TPI coupling enzymes, artifact for Mtb FBA screen. GDH-TPI coupled enzyme counterscreen, NADH absorbance. inhibition, % at 4.8 µM. hit rate 1.2% among 360,000. AID 588335; in the data active means inhibition above about 30%;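 further: 0% = DMSO wells and 100% = wells lacking the enzyme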
PrPC surface inh = reduces human prion protein on the cell surface | P04156 | cell surface PrPC, TR-FRET read-out | inhibition, % at 13.8 µM | hit rate 0.43% among 370,000; in the data active means inhibition above about 24%; further: 0% = median of the test wells and 100% = reference compound wells
FadD28 binding = inhibitors of Mycobacterium tuberculosis FadD28 bisubstrate binding; inhibition, % at 12.5 µM; hit rate 0.22% among 360,000; FadD28 bisubstrate probe binding, fluorescence polarization; AID 588549; in the data active means inhibition above about 8.5%, passing the limit was not always enough
Mtb UGM inh = Mtb UDP-galactopyranose mutase inhibition | P9WIQ1 | purified UGM, fluorescence polarization probe displacement | inhibition, % at 10 µM | hit rate 0.06% among 320,000; in the data active means inhibition above about 10%, passing the limit was not always enough
FBA Mtb inh = inhibitors of M. tuberculosis fructose-bisphosphate aldolase; P9WQA3; purified M. tuberculosis FBA, fluorescence read-out; inhibition, % at 1 µM; hit rate 2.3% among 360,000; in the data active means inhibition above about 27%;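 further: 0% = vehicle and 100% = reference inhibitor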
Target sequence (P9WQA3 whole entry, looked up): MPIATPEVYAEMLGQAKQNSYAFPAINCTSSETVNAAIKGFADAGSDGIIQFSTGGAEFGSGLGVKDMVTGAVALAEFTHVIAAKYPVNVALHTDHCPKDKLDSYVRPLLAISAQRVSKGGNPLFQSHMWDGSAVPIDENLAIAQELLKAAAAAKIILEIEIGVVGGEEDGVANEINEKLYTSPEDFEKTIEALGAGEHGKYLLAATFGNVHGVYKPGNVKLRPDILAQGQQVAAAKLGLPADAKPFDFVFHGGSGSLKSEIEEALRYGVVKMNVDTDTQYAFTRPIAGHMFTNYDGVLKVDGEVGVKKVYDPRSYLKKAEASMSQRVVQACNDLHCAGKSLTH
Rv3671c protease = Rv3671c (M. tuberculosis) protease inhibition | AID 2606 | hit rate 0.048% among 320,000 | inhibition, % at 5.96 µM | P9WHR9; in the data active means inhibition above about 38%;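 further: extracellular domain of Rv3671c used as enzyme; 0% = enzyme with DMSO and 100% = no enzyme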
Target sequence (P9WHR9 whole entry, looked up, the tested form may be a part): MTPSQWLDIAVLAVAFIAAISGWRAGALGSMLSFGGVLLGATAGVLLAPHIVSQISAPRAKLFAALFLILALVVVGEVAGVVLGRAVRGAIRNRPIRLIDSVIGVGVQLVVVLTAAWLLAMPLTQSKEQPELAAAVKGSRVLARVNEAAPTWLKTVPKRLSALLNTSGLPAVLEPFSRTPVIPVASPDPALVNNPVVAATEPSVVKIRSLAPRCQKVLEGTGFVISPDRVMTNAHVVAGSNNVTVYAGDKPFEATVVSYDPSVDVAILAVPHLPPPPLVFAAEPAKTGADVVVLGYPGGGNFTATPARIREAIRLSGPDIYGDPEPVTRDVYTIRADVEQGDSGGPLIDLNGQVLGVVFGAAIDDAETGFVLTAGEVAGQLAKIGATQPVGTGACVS
* marks the source's active call; other numbers are inactive results.

`COc1ccc(NC(=S)N/N=C/c2cccn2Cc2ccc(F)cc2)cc1` gave MazF activator 0, BoNT F protease -9, GDH-TPI inh 15, PrPC surface inh -5, FadD28 binding -1.4, Mtb UGM inh -1.2, FBA Mtb inh -1 and Rv3671c protease 9.
COc1cc(C)c(CN2CCC(Oc3ccc(C(=O)N4CCCC4)cc3)CC2)cc1C was read as MazF activator 8, BoNT F protease 6, BioA inh -1.2, GDH-TPI inh 2, PrPC surface inh -13, FadD28 binding 0.0, Mtb UGM inh -0.7, FBA Mtb inh 0 and Rv3671c protease -2.
Cc1noc(NS(=O)(=O)c2ccc(NC(=O)c3ccc(Cl)c(S(=O)(=O)N(C)c4ccccc4)c3)cc2)c1C was read as MazF activator 12, BoNT F protease -4, BioA inh 5.0, GDH-TPI inh -1, PrPC surface inh -3, FadD28 binding 4.0 and FBA Mtb inh -3.
For CN(C)CCCOc1ccc(-c2cc3nc(NCc4cccnc4)n(C)c(=O)c3s2)cn1 the results were BoNT F protease -1, BioA inh 5.9, GDH-TPI inh 10, PrPC surface inh -23, FadD28 binding -3.7 and FBA Mtb inh 3.
For COc1cc(Oc2nc(C(F)(F)F)nc3ccccc23)ccc1C=O the results were MazF activator 6, BoNT F protease -36, GDH-TPI inh 3, PrPC surface inh 3, FadD28 binding 1.7, Mtb UGM inh -0.4, FBA Mtb inh 0 and Rv3671c protease -7.
CC(C)[C@H](N)C(=O)N1CCC(C(=O)N[C@@H](Cc2ccccc2)C(=O)NCc2ccc(F)cc2)CC1 was read as MazF activator 3, BoNT F protease -8, BioA inh -1.1, GDH-TPI inh 2, PrPC surface inh -1, FadD28 binding -0.2, Mtb UGM inh 1.2, FBA Mtb inh 0 and Rv3671c protease -1.
COc1ccc(Cc2nnc(NC(=O)c3ccc(OC(C)=O)cc3)s2)cc1OC was read as MazF activator -15, BoNT F protease 35*, BioA inh -2.9, GDH-TPI inh 10, PrPC surface inh -1, FadD28 binding -1.6, Mtb UGM inh -0.9, FBA Mtb inh 1 and Rv3671c protease -10.
CCOc1ccc(NS(=O)(=O)c2ccc3c(c2)N(C(C)=O)CCS3)cc1 was read as MazF activator -10, BoNT F protease -2, BioA inh 0.7, GDH-TPI inh 16, PrPC surface inh 7, FadD28 binding 0.2, Mtb UGM inh 4.5, FBA Mtb inh 6 and Rv3671c protease -6.
Screening C=CCNC(=O)c1onc(CSc2cccc(Cl)c2)c1C(=O)O returned MazF activator 1, BoNT F protease -3, BioA inh -2.2, GDH-TPI inh -6, PrPC surface inh -3, FadD28 binding -3.4, Mtb UGM inh -0.3, FBA Mtb inh -2 and Rv3671c protease -3.
For Cc1cc(=O)oc2c3c(cc(OCC(=O)NC4CC4)c12)OC(C)(C)CC3 the results were MazF activator 13, BoNT F protease -5, BioA inh -0.1, GDH-TPI inh 1, PrPC surface inh -2, FadD28 binding -2.2, Mtb UGM inh 0.9, FBA Mtb inh 75* and Rv3671c protease 10.
Screening CCN(CC)CCN(C)Cc1nc(C(c2ccccc2)c2ccccc2)no1 returned MazF activator 6, BoNT F protease -25, BioA inh 7.1, GDH-TPI inh 9, PrPC surface inh -1, FadD28 binding 0.6, Mtb UGM inh 5.2, FBA Mtb inh -3 and Rv3671c protease 0.
CC(C)CC1C(=O)N(Cc2cn(CCC3OCCO3)nn2)CCS(=O)(=O)N1Cc1ccc(-c2cccc(CO)c2)cc1 (stereo unspecified) was read as MazF activator 2, BoNT F protease 4, BioA inh -0.6, GDH-TPI inh 8, PrPC surface inh -1, FadD28 binding -6.9 and FBA Mtb inh -1.
For CCc1noc(C)c1C(=O)Nc1ccc(C#N)cc1 the results were MazF activator -7, BoNT F protease -6, BioA inh -0.5, GDH-TPI inh 6, PrPC surface inh -1, FadD28 binding -0.3, Mtb UGM inh -1.0, FBA Mtb inh 2 and Rv3671c protease 1.
For CCNc1ccc(C(=O)O)cc1N the results were MazF activator -4, BoNT F protease -7, GDH-TPI inh -1, PrPC surface inh -1, FadD28 binding 2.2, Mtb UGM inh 0.9, FBA Mtb inh 10 and Rv3671c protease -2.
`CC(C)(C)c1ccc(-c2nc(C#N)c(N3CCC(C(N)=O)CC3)o2)cc1` gave MazF activator 4, BoNT F protease -14, BioA inh 2.1, GDH-TPI inh 21, PrPC surface inh 6, FadD28 binding -0.5, Mtb UGM inh -1.4, FBA Mtb inh 166* and Rv3671c protease -3.
Screening COCCN=C1NN=C(c2ccc(C)c([N+](=O)[O-])c2)CS1 returned MazF activator 0, BoNT F protease -1, BioA inh 0.0, GDH-TPI inh 5, PrPC surface inh -3, FadD28 binding -1.3, Mtb UGM inh -0.7, FBA Mtb inh -4 and Rv3671c protease 4.
For CC1CCC(NC(=O)CC(C)(C)Cc2nc3ccccc3c(=O)[nH]2)CC1 (stereo unspecified) the results were MazF activator 1, BoNT F protease -6, BioA inh 1.2, GDH-TPI inh 6, PrPC surface inh 5, FadD28 binding 0.2, Mtb UGM inh 0.9, FBA Mtb inh 0 and Rv3671c protease -12.
For O=C(NCCCl)Nc1ncn[nH]1 the results were MazF activator 4, BoNT F protease 2, GDH-TPI inh 20, PrPC surface inh -5, FadD28 binding -2.1 and FBA Mtb inh 5.
For O=S1(=O)CC(N2CCN(CC3CC3)CC2)CN1C1CCCC1 (stereo unspecified) the results were BoNT F protease 2, BioA inh 0.8, PrPC surface inh -5, FadD28 binding 1.1 and FBA Mtb inh 3.
For COc1ccc(C(=O)c2coc3ccc(O)cc23)cc1 the results were MazF activator 11, BoNT F protease -10, BioA inh -0.4, GDH-TPI inh 10, PrPC surface inh 4, FadD28 binding 0.9, Mtb UGM inh 1.1, FBA Mtb inh -2 and Rv3671c protease -15.

A portion of the results above, as a working copy:
`COc1ccc(NC(=S)N/N=C/c2cccn2Cc2ccc(F)cc2)cc1` gave MazF activator 0, BoNT F protease -9, GDH-TPI inh 15, PrPC surface inh -5, FadD28 binding -1.4, Mtb UGM inh -1.2, FBA Mtb inh -1 and Rv3671c protease 9.
COc1cc(C)c(CN2CCC(Oc3ccc(C(=O)N4CCCC4)cc3)CC2)cc1C was read as MazF activator 8, BoNT F protease 6, BioA inh -1.2, GDH-TPI inh 2, PrPC surface inh -13, FadD28 binding 0.0, Mtb UGM inh -0.7, FBA Mtb inh 0 and Rv3671c protease -2.
Cc1noc(NS(=O)(=O)c2ccc(NC(=O)c3ccc(Cl)c(S(=O)(=O)N(C)c4ccccc4)c3)cc2)c1C was read as MazF activator 12, BoNT F protease -4, BioA inh 5.0, GDH-TPI inh -1, PrPC surface inh -3, FadD28 binding 4.0 and FBA Mtb inh -3.
For CN(C)CCCOc1ccc(-c2cc3nc(NCc4cccnc4)n(C)c(=O)c3s2)cn1 the results were BoNT F protease -1, BioA inh 5.9, GDH-TPI inh 10, PrPC surface inh -23, FadD28 binding -3.7 and FBA Mtb inh 3.
For COc1cc(Oc2nc(C(F)(F)F)nc3ccccc23)ccc1C=O the results were MazF activator 6, BoNT F protease -36, GDH-TPI inh 3, PrPC surface inh 3, FadD28 binding 1.7, Mtb UGM inh -0.4, FBA Mtb inh 0 and Rv3671c protease -7.

(listing goes on)
Screening CCOC(=O)Cc1csc(NC(=O)c2cccc(Cl)c2)n1 returned MazF activator 1, BoNT F protease 2, BioA inh -0.7, GDH-TPI inh -1, PrPC surface inh 11, FadD28 binding -0.3, Mtb UGM inh 0.3, FBA Mtb inh -2 and Rv3671c protease 9.
`O=C(NCCC1=CCCCC1)C1CCN(Cc2cnn(-c3ccccc3)c2-n2cccc2)CC1` gave MazF activator -1, BoNT F protease 6, BioA inh 0.4, GDH-TPI inh -6, PrPC surface inh -7, FadD28 binding -3.5, Mtb UGM inh -1.8, FBA Mtb inh 3 and Rv3671c protease 2.
For CN(C)c1ccc(C(=O)c2ccccc2C(=O)O)c(O)c1 the results were MazF activator 5, BoNT F protease -4, BioA inh 0.2, GDH-TPI inh 41*, PrPC surface inh -5, FadD28 binding -1.9, Mtb UGM inh -3.3, FBA Mtb inh 2 and Rv3671c protease 8.
CCCCNC(=O)NS(=O)(=O)c1ccc(NS(=O)(=O)c2ccccc2)cc1 was read as MazF activator 6, BoNT F protease 0, BioA inh -1.9, GDH-TPI inh -7, PrPC surface inh 0, FadD28 binding -2.2, Mtb UGM inh 2.7, FBA Mtb inh 1 and Rv3671c protease 6.
For Cn1cc(P(=O)(N2CCOCC2)N2CCOCC2)cc1P(=S)(N1CCOCC1)N1CCOCC1 the results were MazF activator 5, BoNT F protease -1, GDH-TPI inh -2, PrPC surface inh 4, FadD28 binding -6.8, Mtb UGM inh 0.0, FBA Mtb inh -1 and Rv3671c protease -2.
`O=C(NCc1cccnc1)c1ccc(S(=O)(=O)N2CCCCCC2)cc1` gave MazF activator 13, BoNT F protease -4, GDH-TPI inh 6, PrPC surface inh 5, FadD28 binding -0.5, Mtb UGM inh -5.4, FBA Mtb inh 1 and Rv3671c protease 2.
For O=C(CN1CCc2cc3c(cc2C1)OCCCO3)Nc1cccc(Br)c1 the results were MazF activator 10, BoNT F protease 2, BioA inh -5.4, GDH-TPI inh 1, PrPC surface inh -2, FadD28 binding -2.1, Mtb UGM inh 1.0, FBA Mtb inh 2 and Rv3671c protease -16.
For CC(C)(C)C1(CCO)C(=O)NC(=S)NC1=O the results were MazF activator 13, BoNT F protease 4, BioA inh -3.0, GDH-TPI inh 7, PrPC surface inh 3, FadD28 binding 1.6 and FBA Mtb inh 1.
COc1ccc(OC)c(NC(=O)N2CCCC(C(=O)c3ccccc3OC)C2)c1 (stereo unspecified) was read as MazF activator 11, BoNT F protease -1, BioA inh -0.4, GDH-TPI inh -4, PrPC surface inh 11, FadD28 binding -1.3, Mtb UGM inh 0.5, FBA Mtb inh 1 and Rv3671c protease 3.
Cc1ccsc1/C=C/C(=O)O was read as MazF activator 10, BoNT F protease 1, BioA inh -1.3, GDH-TPI inh 4, PrPC surface inh -1, FadD28 binding -3.5, Mtb UGM inh -1.9, FBA Mtb inh 3 and Rv3671c protease -7.
CCCC1(C(=O)OCC)NC(c2ccc(N(C)C)cc2)C2C(=O)N(c3ccc4c(c3)OCCO4)C(=O)C21 (stereo unspecified) was read as MazF activator 7, BoNT F protease -3, BioA inh -2.6, GDH-TPI inh -6, PrPC surface inh -1, FadD28 binding -2.3, Mtb UGM inh -3.1, FBA Mtb inh 1 and Rv3671c protease -8.
`O=C(COC(=O)Cc1n[nH]c(=O)c2ccccc12)NNC(=O)c1ccc(Br)cc1` gave MazF activator 3, BoNT F protease -3, BioA inh -0.1, GDH-TPI inh 0, PrPC surface inh 8, FadD28 binding -1.6, Mtb UGM inh -0.8, FBA Mtb inh 1 and Rv3671c protease -4.
For O=C1NC(=O)C(C2CCOC2=O)N1 (stereo unspecified) the results were MazF activator -5, BoNT F protease -7, BioA inh -3.3, GDH-TPI inh 4, PrPC surface inh 6, FadD28 binding -0.5 and FBA Mtb inh 3.
COc1ccccc1CNC(=O)CCCC(=O)n1ncc2cc(C)ccc21 was read as MazF activator -14, BoNT F protease 0, BioA inh 0.8, GDH-TPI inh -1, PrPC surface inh -4, FadD28 binding -2.5, Mtb UGM inh 2.1, FBA Mtb inh -3 and Rv3671c protease 4.
COc1ccc(CN2C(=O)C(C)Oc3ccccc32)cc1 (stereo unspecified) was read as MazF activator -27, BoNT F protease 12, BioA inh -1.3, GDH-TPI inh 18, PrPC surface inh 5, FadD28 binding 0.1, Mtb UGM inh -2.4, FBA Mtb inh 1 and Rv3671c protease -9.
`Cc1ccc(NC(=O)c2cnccn2)nc1` gave MazF activator 5, BoNT F protease 2, BioA inh 2.3, GDH-TPI inh 0, PrPC surface inh -4, FadD28 binding -0.8, Mtb UGM inh 1.3 and FBA Mtb inh -2.
For CCOc1cc(CNc2ccc(S(N)(=O)=O)cc2)ccc1OCC(=O)NC(C)(C)C the results were MazF activator 2, BoNT F protease -7, GDH-TPI inh 13, PrPC surface inh 1, FadD28 binding -1.8, Mtb UGM inh -1.4, FBA Mtb inh 3 and Rv3671c protease 7.
O=C(CSc1nc2ccccc2o1)Nc1ccc(N2CCOCC2)cc1 was read as MazF activator 5, BoNT F protease -6, BioA inh -0.6, GDH-TPI inh -3, PrPC surface inh 0, FadD28 binding 0.2, Mtb UGM inh 1.1, FBA Mtb inh -2 and Rv3671c protease -1.
For O=C(CSc1nc2ccc(Nc3nc(N4CCOCC4)nc(N4CCOCC4)n3)cc2s1)Nc1ccccc1Cl the results were MazF activator -22, BoNT F protease -9, BioA inh -4.9, GDH-TPI inh -4, PrPC surface inh -2, FadD28 binding 1.8, Mtb UGM inh 0.0 and FBA Mtb inh 2.

Bioassay records (PubChem)
